Assay outcomes (PubChem BioAssay)
BAP1 inh: inhibitors of BAP1 deubiquitinase, primary screen, biochemical, Ub-AMC fluorescence, kinetic; activity remaining (% of control), % at 20 µM; recombinant BAP1, Ub-AMC hydrolysis fluorescence kinetic; stronger effect = lower value; 72,000 compounds, 0.48% hits; Ubiquitin carboxyl-terminal hydrolase BAP1 (Homo sapiens), Q92560;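 active means activity remaining at or below 50% of control, provided the compound also passes the data quality filters; inactive means the rest, including low values that fail the filters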;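 further: 100% = DMSO wells rate and 0% = substrate alone blank rate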
Target sequence (Q92560 whole entry, looked up): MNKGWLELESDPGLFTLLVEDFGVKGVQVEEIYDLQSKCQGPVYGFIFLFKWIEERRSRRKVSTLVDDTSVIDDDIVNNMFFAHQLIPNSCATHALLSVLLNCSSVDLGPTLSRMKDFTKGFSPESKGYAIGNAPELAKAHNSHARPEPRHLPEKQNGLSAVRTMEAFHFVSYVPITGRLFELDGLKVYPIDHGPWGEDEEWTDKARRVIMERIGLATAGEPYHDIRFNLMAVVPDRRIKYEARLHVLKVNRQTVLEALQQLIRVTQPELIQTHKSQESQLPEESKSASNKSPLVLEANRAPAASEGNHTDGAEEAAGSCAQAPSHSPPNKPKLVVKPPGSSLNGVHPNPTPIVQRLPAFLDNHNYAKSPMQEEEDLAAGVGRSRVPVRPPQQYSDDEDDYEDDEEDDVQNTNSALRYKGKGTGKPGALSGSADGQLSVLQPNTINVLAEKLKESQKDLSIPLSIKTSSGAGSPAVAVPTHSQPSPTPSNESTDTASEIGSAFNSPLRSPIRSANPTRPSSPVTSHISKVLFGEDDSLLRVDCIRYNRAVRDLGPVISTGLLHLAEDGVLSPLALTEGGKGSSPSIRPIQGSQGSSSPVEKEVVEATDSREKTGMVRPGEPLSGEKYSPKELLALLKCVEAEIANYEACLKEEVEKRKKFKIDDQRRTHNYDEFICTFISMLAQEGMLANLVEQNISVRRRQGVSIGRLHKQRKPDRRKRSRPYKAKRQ
HePTP inh: inhibitors of human HePTP phosphatase, primary screen, biochemical, absorbance, leukemia target; Tyrosine-protein phosphatase non-receptor type 7 (Homo sapiens), P35236; recombinant HePTP phosphatase activity, OD absorbance; inhibition, % at 20 µM; 110,000 compounds, 0.64% hits; AID 521, 2006; in the data active means inhibition above about 50%;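 further: plate controls were vehicle for no effect and reference inhibitor for full effect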
Target sequence (P35236 whole entry, looked up): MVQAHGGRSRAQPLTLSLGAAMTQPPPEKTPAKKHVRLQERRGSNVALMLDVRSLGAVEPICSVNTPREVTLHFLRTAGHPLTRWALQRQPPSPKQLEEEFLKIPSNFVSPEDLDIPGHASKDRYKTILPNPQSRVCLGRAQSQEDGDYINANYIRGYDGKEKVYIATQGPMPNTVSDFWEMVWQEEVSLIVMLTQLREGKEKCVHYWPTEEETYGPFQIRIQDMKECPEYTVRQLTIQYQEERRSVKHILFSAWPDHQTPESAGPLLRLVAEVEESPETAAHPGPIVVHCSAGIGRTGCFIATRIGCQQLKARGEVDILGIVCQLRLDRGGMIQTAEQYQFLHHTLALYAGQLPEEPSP
* = called active by the depositor; i = inactive; · = no result given; & = joins results of further samples.

Start of the listing, in advance:
structure | BAP1 inh | HePTP inh
COc1ccc(/C(C)=N/NC(=O)c2cc(C34CC5CC(CC(C5)C3)C4)[nH]n2)cc1 | · | 0
Cc1cc(C)c(NC(=O)c2cccc(N3C(=O)c4ccc(C(=O)Nc5c(C)cc(C)cc5C)cc4C3=O)c2)c(C)c1 | · | -12
CN(C)CCC(=O)c1cccs1 | · | 11
O=C1c2cccc3cccc(c23)C(=O)N1CC1CCN(S(=O)(=O)c2cccs2)CC1 | · | -2

The listing, repeating the preview:
structure | BAP1 inh | HePTP inh
COc1ccc(/C(C)=N/NC(=O)c2cc(C34CC5CC(CC(C5)C3)C4)[nH]n2)cc1 | · | 0
Cc1cc(C)c(NC(=O)c2cccc(N3C(=O)c4ccc(C(=O)Nc5c(C)cc(C)cc5C)cc4C3=O)c2)c(C)c1 | · | -12
CN(C)CCC(=O)c1cccs1 | · | 11
O=C1c2cccc3cccc(c23)C(=O)N1CC1CCN(S(=O)(=O)c2cccs2)CC1 | · | -2
CCOC(=O)CN1C(=O)COc2ccc(Cl)cc21 | 94 | -6
CS(=O)(=O)N(CC(=O)NCCc1ccccc1)c1cc(Cl)cc(Cl)c1 | · | -15
CCSC(=S)Nc1c(C)n(C)n(-c2ccccc2)c1=O | · | 6
COc1cccc(-c2csc(N3CCN(S(=O)(=O)c4ccc(F)cc4)CC3)n2)c1 | 49* | -7
COCc1cc(C)nc2sc(C(=O)N3CCN(c4ccccc4)CC3)c(N)c12 | 95 | 3
Nc1nn(S(=O)(=O)c2cccc3nsnc23)cc1-c1ccc(Br)cc1 | 42* | -2
Cc1cccn2c(=O)c3cc(C(=O)NCc4ccccn4)n(C)c3nc12 | · | -6
Cn1c(=O)oc2cc(S(=O)(=O)N3CCN(C(=O)c4ccco4)CC3)ccc21 | 108 | ·

The list goes on.
structure | BAP1 inh | HePTP inh
Cn1c(CCCNC(=O)c2ccccc2)nc2ccccc21 | 100 | 9
O=C(Nc1ccccc1)N1CCCC2CCCCC21 (stereo unspecified) | 85 | -9
O=C(c1ccc(C#CC2(O)CCCCC2)cc1)N1CCOCC1 | 124 | 2
CCn1cc(Br)c(C(=O)Nc2ccc(C(=O)OC(C)C)cc2)n1 | 141 | 4
CC1=C(C(=O)Nc2ccc(Cl)cc2)C(c2cccc3ccccc23)NC(=O)N1 (stereo unspecified) | · | 9
COc1ccc(CCN(Cc2nc(-c3ccccc3)no2)Cc2nc(-c3ccccc3)no2)cc1OC | 64 | 10
COC(=O)c1ccc(C(=O)OC)c(NS(=O)(=O)c2cc(Cl)ccc2Cl)c1 | · | 4
CCCCNC(=O)/C(=C/c1ccc(C)o1)NC(=O)c1ccccc1 | · | -1
O=[N+]([O-])c1cccc(-c2nc(-c3ccccc3)c(-c3cccs3)[nH]2)c1 | · | -1
Cc1ccc(S(=O)(=O)Nc2ccc(NC(=O)C3C4C=CC(O4)C3C(=O)O)cc2)cc1 (stereo unspecified) | · | -6
CCOC(=O)C1=C(c2ccccc2)Nc2ncnn2C1c1ccccn1 (stereo unspecified) | 95 | 2
Cc1oc(C(=O)O)cc1COc1ccc(-c2ccccc2)cc1 | · | 7

Following part.
structure | BAP1 inh | HePTP inh
Nc1nnc(/C=C/c2ccccc2)s1 | · | 6
O=C1CN(C(=O)COC(=O)C2CC(=O)N(Cc3ccco3)C2)c2ccccc2N1 (stereo unspecified) | · | -3
CC(=O)c1c(C)oc2ccc(O)c(N)c12 | · | 2
NC(=O)c1ccccc1-c1nc(-c2ccccc2)no1 | 99 | 5
O=C(Cn1c2ccccc2c(=O)c2ccccc21)NCc1ccco1 | i | ·
O=C(Nc1ccc(F)c(F)c1)c1ccc(F)c(S(=O)(=O)N2CCOCC2)c1 | 96 | 5
CCOC(=O)Cc1csc(NC(=O)c2cccnc2)n1 | 78 | 3
O=C(COc1ccc(Cl)cc1)Nc1ccc2c(c1)OCO2 | · | 4
O=C(O)c1ccc(Br)c(S(=O)(=O)Nc2ccc(NC(=O)c3ccccc3)cc2)c1 | · | -8
N/C(=N\OC(=O)c1ccccc1F)c1ccc(Cl)cc1 | · | -1
c1ccc(Nc2nc(-c3cccs3)cs2)nc1 | 100 | -1&-15
COc1ccc(C(=O)Nc2nc3ccc(Br)cc3s2)cc1 | · | -3

Next structures follow.
structure | BAP1 inh | HePTP inh
CC1=C(C(=O)Nc2cc(Cl)ccc2C)C(c2ccccc2Br)NC(=S)N1 (stereo unspecified) | · | -3
c1ccc(Oc2cccc(CN3CCN(Cc4ccccn4)CC3)c2)cc1 | · | 7
CCOC(=O)Cn1c(=N)n(Cc2ccc(C)cc2)c2ccccc21 | · | -2
O=S(=O)(Cc1ccccc1)c1ccc(Cl)cc1 | 51 | ·
COc1ccc(N(C(=O)c2cccnc2)S(=O)(=O)c2ccc3c(c2)n(C)c(=O)n3C)cc1 | 92 | 10
CCCC1=C(C(=O)OCC)C(c2ccc(F)cc2)n2ncnc2N1 (stereo unspecified) | 91 | -9
O=C1C=CC(=NS(=O)(=O)c2cc(Cl)ccc2Cl)C=C1 | · | -10
Cc1cc(C)c2[nH]c(=O)c(CN(CC3CCCO3)S(=O)(=O)c3ccc4c(c3)OCCO4)cc2c1 (stereo unspecified) | 127 | 6
CCCCn1c(/N=C/c2cc(Cl)ccc2O)nc2ccccc21 | · | -3
CN1CN=C2SC3(COC(c4ccncc4)OC3)C(=O)N2C1 (stereo unspecified) | · | 4
O=C(NCCCn1ccnc1)C1CC(c2cccc(Br)c2)=NO1 (stereo unspecified) | 124 | 7
N#CC(C(=O)Nc1ccccc1)=C1CCCCC1 | 83 | -4

(continued)
structure | BAP1 inh | HePTP inh
COc1cccc(-n2c(COc3ccc(C)cc3)nnc2SCC(=O)O)c1 | 99 | 8
COc1ccc(C)cc1S(=O)(=O)Nc1ccc(F)c(Cl)c1 | 150 | 1
Cn1c(=O)[nH]c(=O)c2c1nc(N1CCN(Cc3ccccc3)CC1)n2CCCc1ccccc1 | 101 | 0
O=S(=O)(c1cccc(-c2nnc(SCc3nc4ccccc4s3)o2)c1)N1CCOCC1 | 53 | 6
CC1=C(C(=O)OCc2ccccc2)C(c2cccs2)C2=C(CCCC2=O)N1 (stereo unspecified) | 136 | ·
O=C(CN(CC1CCCO1)C(=O)CNS(=O)(=O)c1ccccc1)NCc1ccccc1 (stereo unspecified) | 82 | -6
O=C(O)c1cccc(C(=O)Nc2cccc(NC(=O)C3CCCO3)c2)c1 (stereo unspecified) | 64 | 4
O=C(Nc1ccc2c(c1)Cc1ccccc1-2)c1cc2ccccc2o1 | · | 6
Nc1nc(SCC(=O)N2CCCc3ccccc32)n(-c2ccccc2)n1 | 106 | -8
CCOC(=O)C1=C(C)NC(C)=C(C(=O)OCC)C1C(=O)OCC(=O)N1CCC(C)CC1 | 72 | 4
O=C(O)c1ccccc1C(=O)c1ccc(Cl)c(N2C(=O)C3CC=CCC3C2=O)c1 (stereo unspecified) | · | 0
O=C(CC1(O)C(=O)Nc2cc(Cl)cc(Cl)c21)c1ccncc1 (stereo unspecified) | 93 | -4

(more compounds)
structure | BAP1 inh | HePTP inh
O=C(O)C12CC3CC(C(=O)O)(C1)CC(C(=O)O)(C3)C2 | · | -6
CC12C=CC3(O1)C(C(=O)N(c1cccnc1)C3C(=O)NC1CCCCC1)C2C(=O)Nc1ccccc1 (stereo unspecified) | 80 | 3
CCOc1ccc(S(=O)(=O)NC(C)(C)C)cc1-c1nc2c(C(C)(C)C)nn(C)c2c(=O)[nH]1 | 130 | -4
COc1c(Br)cc2c(cc(C)n2C)c1O | · | -6
Cc1ccc(C(=O)Nc2nc3ccccc3n2CCN2CCCC2)cc1 | 96 | 5&6
COCCN1C(=O)C(=O)/C(=C(/O)c2ccccc2)C1c1ccc2c(c1)OCO2 (stereo unspecified) | · | -12
CCC1(C)Cc2c(sc3c2c(=O)n(C)c2nnc(SCC(=O)c4ccc(Cl)cc4)n32)CO1 (stereo unspecified) | 66 | -3
CC(=O)NC1=NN(C(C)=O)C(c2ccc3c(c2)OCO3)S1 (stereo unspecified) | 136 | ·
Cc1ccc(C2C(N3C(=O)c4ccc([N+](=O)[O-])cc4C3=O)C(=O)N2c2ccc(C)c(F)c2)cc1 (stereo unspecified) | 72 | ·
COC(=O)c1[nH]c2cccc(OC)c2c1NC(=O)CCN1CCC(C)CC1 | 78 | 0
CC1(C)CC(=O)c2nc(NC(=O)Cc3ccc(Cl)cc3)ncc2C1 | · | 5
Cc1cc(Cl)ccc1NC1=CC(=O)CC(c2ccccc2)C1 (stereo unspecified) | · | 3

The results go on.
structure | BAP1 inh | HePTP inh
C/C(O)=C(/C(=O)Nc1ccccc1[N+](=O)[O-])c1ccccc1 | · | 4
CCOc1cccc(C2C(C#N)=C(N)Oc3cc(C)oc(=O)c32)c1OCC (stereo unspecified) | 120 | 4
CCOC(=O)N1CCN(C(=O)COc2ccccc2Cl)CC1 | 91 | 6
CCc1ccc(NC(=O)N(C2CCC(C)CC2)C2CCN(C(C)=O)CC2)cc1 (stereo unspecified) | 85 | 8
CCCn1nnnc1SCC(=O)NCc1ccc(OC)cc1 | · | -7
CCCc1cc(C(=O)OC)c(NC(=O)/C=C/C(=O)O)s1 | · | 5
O=c1[nH]c2ccsc2c(=O)n1-c1ccc(F)c(Cl)c1 | · | 5
CN(CC(=O)N1CCc2ccccc21)S(=O)(=O)c1ccc(Br)s1 | 123 | 1
CC(Cc1cccs1)NC(=O)NC1CCCCC1 (stereo unspecified) | 138 | 5
CCN(C(=O)COc1ncnc2scc(-c3ccc(F)cc3)c12)C1CCS(=O)(=O)C1 (stereo unspecified) | 98 | 4
Cn1c(=O)c2c(nc(N3CCCCC3)n2CCSc2nc3ccccc3o2)n(C)c1=O | 105 | -7
CCc1ncc(C(=O)c2ccc(OC)cc2)n1C | 102 | 7

(list continues)
structure | BAP1 inh | HePTP inh
COC(=O)c1cc(NC(=O)COc2ccc(C)cc2)cc(C(=O)OC)c1 | · | -8
COC(=O)CN(c1ccccc1)S(=O)(=O)c1ccccc1 | 98 | 5
NC(=O)/C(=N\O)c1ccccc1 | 160 | -7
Cc1cc(C)c(NC(=O)c2ccccc2Br)c(C)c1 | · | -7
O=C(c1ccco1)N1CCN(c2ncnc3c2cnn3-c2ccccc2)CC1 | 102 | -9
COC(=O)C1=C(C)NC2=C(C(=O)CC(C)(C)C2)C1c1cccc(C)n1 (stereo unspecified) | · | -10
CC(C(=O)NCc1cccnc1)N1C(=O)c2ccccc2C1=O (stereo unspecified) | 101 | 21
CC1=C(C(=O)OCc2ccccc2)C(c2ccc(O)cc2)C2=C(CCCC2=O)N1 (stereo unspecified) | 125 | ·
Cc1ccc(CCNc2ccc3ccccc3c2)cn1 | · | 0
CCOC(=O)c1c(NC(=O)c2ccccc2NS(=O)(=O)c2cc([N+](=O)[O-])ccc2Cl)sc2c1CCC2 | 58 | ·
CCn1cc(CNC(=O)c2cc(Cl)ccc2OC)c(C)n1 | 95 | -2
O=C(CSc1ncn[nH]1)n1c2ccccc2c2ccccc21 | · | 4

(list continues)
structure | BAP1 inh | HePTP inh
CCOC(=O)c1c(NC(C)=O)sc2c1CCC(C=NC(C)(C)C)=C2Sc1ccccc1 | 82 | ·
C=CCn1c(SCC(=O)Nc2cccc(C(=O)OC)c2)nnc1C(C)NC(=O)c1cccs1 (stereo unspecified) | 64 | -4
CCCc1nc2oc(C(=O)OCC)c(N)c2c2c1COC(C)(C)C2 | 140 | -9
COc1ccc(C2CC(C(F)(F)F)n3ncc(C(=O)Nc4ccc(F)cc4F)c3N2)cc1OC (stereo unspecified) | · | -3
Cc1ccccc1OCC(=O)NCc1ccccn1 | · | 2
Cc1ccc(S(=O)(=O)N2CCC(C(=O)N3Cc4ccccc4C3)CC2)cc1 | 90 | 6
NC(=O)CN1C(=O)/C(=C2\SC(=S)N(CCCC(=O)O)C2=O)c2ccccc21 | · | 41
COc1ccc2c(c1)OCC/C2=N\OC(=O)c1ccccc1F | · | 12
COc1ccc(N2C(=O)NC(=O)/C(=C/c3cc(Br)c(OC)c(OC)c3)C2=O)cc1 | · | 4
CCCCn1nc(C(=O)NC2=NCCS2)c2ccccc2c1=O | 119 | 5
N#Cc1cn(-c2ccccc2)nc1-c1ccc2c(c1)OCCO2 | 65 | 4
CN1CCN(S(=O)(=O)c2ccc(N(C)CC(=O)Nc3ccc(F)cc3)nc2)CC1 | 109 | 9

(listing goes on)
structure | BAP1 inh | HePTP inh
Cc1cc(=O)[nH]c(SCCOc2ccc(C)c(C)c2)n1 | · | 2
Cc1ccsc1C=NN1CCN(Cc2ccccc2Cl)CC1 | · | 0
O=C1C(c2ccccc2)=S=C2N=C(c3ccccc3)C=CN12 | · | -14
O=C(NCc1ccco1)C(c1ccccc1)N(Cc1cccnc1)C(=O)Cn1nnc2ccccc21 (stereo unspecified) | 112 | 10
CC1CCN(C(=O)CN2C(=O)C(C)(C)Oc3ccc(C(=O)NC4CCCC4)cc32)CC1 | 94 | 0
Cc1nc2ccc(NC(=O)c3ccc(Cl)s3)cc2s1 | 77 | -7
COc1ccc(C(N)=O)cc1NC(C)=O | · | -20
COc1cc(C=O)c(Br)cc1OCc1ccc(C)cc1 | · | 3

3 entries from above, arranged by their value in BAP1 inh, ascending.
structure | BAP1 inh | HePTP inh
Cc1nc2ccc(NC(=O)c3ccc(Cl)s3)cc2s1 | 77 | -7
CC1CCN(C(=O)CN2C(=O)C(C)(C)Oc3ccc(C(=O)NC4CCCC4)cc32)CC1 | 94 | 0
O=C(NCc1ccco1)C(c1ccccc1)N(Cc1cccnc1)C(=O)Cn1nnc2ccccc21 (stereo unspecified) | 112 | 10
